NPYLR7 agonist – mosquito NPYLR7 agonism | HEK293T NPYLR7/Galpha15, GCaMP6s calcium fluorescence | activation, % at 10 µM | actives 0.15% (n = 270,000) | AID 1259423; in the data active means activation above about 40%;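 further: 0% = vehicle and 100% = reference agonist at the receptor; some compounds past the cut are filed as inactive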
hcGAS inh – inhibitors of human cGAS; Q8N884; inhibition, % at 12.5 µM; actives 0.081% (n = 290,000); AID 1259398; recombinant h-cGAS, ATP depletion, Kinase-Glo luminescence;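 further: 0% = vehicle reaction and 100% = reaction without DNA for no activity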
Target sequence (Q8N884 whole entry, looked up): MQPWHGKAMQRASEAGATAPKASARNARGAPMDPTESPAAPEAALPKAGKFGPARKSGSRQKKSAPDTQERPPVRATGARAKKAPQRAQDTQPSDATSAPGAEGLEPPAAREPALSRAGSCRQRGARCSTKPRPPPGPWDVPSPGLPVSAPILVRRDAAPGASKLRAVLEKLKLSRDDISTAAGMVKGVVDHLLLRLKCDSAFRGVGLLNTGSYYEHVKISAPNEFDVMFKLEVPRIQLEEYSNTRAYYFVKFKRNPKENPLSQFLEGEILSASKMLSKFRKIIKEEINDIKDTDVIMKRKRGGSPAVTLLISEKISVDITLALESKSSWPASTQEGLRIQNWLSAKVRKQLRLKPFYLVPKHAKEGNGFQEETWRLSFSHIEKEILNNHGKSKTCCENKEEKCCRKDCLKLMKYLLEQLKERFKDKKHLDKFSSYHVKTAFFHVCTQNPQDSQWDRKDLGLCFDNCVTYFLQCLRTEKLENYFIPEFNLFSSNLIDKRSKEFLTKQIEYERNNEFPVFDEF
mcGAS inh – blocks mouse cGAS activity; Q8C6L5; recombinant cGAS, Kinase-Glo ATP depletion luminescence; inhibition, % at 12.5 µM; actives 0.15% (n = 160,000); AID 1259399;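 further: 0% = negative control wells and 100% = reference inhibitor with no enzyme activity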
The depositor's hits bear a star; . = not tested or not shown; & = joins results of further samples. Unless noted, no stated cut-off is given here; in the data, active means inhibition above about 40%; inactive means the rest.

SMILES,NPYLR7 agonist,hcGAS inh,mcGAS inh
CCn1cc(Nc2ccccc2S(=O)(=O)C(F)(F)F)cn1,-2,2,-2
COc1ccc(Nc2cc(C)nc(N3CCN(C(=O)CCc4ccccc4)CC3)n2)cc1,12,-9,.
COc1ccc(N(C)S(=O)(=O)c2ccc(OC)c(N3CCN(C(=O)c4ccc([N+](=O)[O-])o4)CC3)c2)cc1,31,1,-8
O=C(Nc1nnc(-c2ccc(Br)cc2)s1)C1CCCN1C(=O)Nc1c(Cl)cccc1Cl (stereo not given),8,-4,-6
CC1CCN(S(=O)(=O)N2CCCCC(NC(=O)N3CCCC3)C2)CC1 (stereo not given),.,1,-2
Cc1cc(C)nc(Nc2ncn[nH]2)n1,7,3,.
CCCNC(=O)c1sccc1S(=O)(=O)NCc1cccs1,-2,4,.
CC(C)N(CC(=O)N(C)CCC#N)Cc1cccc(Cl)c1,5,-12,.
COc1ccc(-c2noc(Cn3ccn4nc(-c5ccccc5OC)cc4c3=O)n2)cc1,1,-3,-8
CSC(=S)OCC12CC3CC(CC(C3)C1)C2,1,0,.
Cc1ccc(Nc2nc(C)c([N+](=O)[O-])c(N3CCOCC3)n2)c(C)c1,1,-10,.
CN(CCOc1ccccc1)C(=O)c1cn(Cc2ccccc2F)nn1,3,-6,.
Cc1ccc2[nH]cc(-c3cccc(N)n3)c2c1,3,-5,.
O=C1CC(NC2CCCC2)C(=O)N1c1ccc(Br)cc1 (stereo not given),2,-10,.
O=S(=O)(NCc1ccc2c(c1)OCO2)c1ccc(F)c(C(F)(F)F)c1,0,-2,.
CCOc1ccccc1NC(=O)N1CCN(CCCOC(c2ccc(Cl)cc2)c2ccc(Cl)cc2)CC1,-9,1,1
O=C(NCc1cc(-c2ccc3c(c2)OCO3)on1)c1cc2ccccc2oc1=O,2,-8,-7
COc1ccc(N=CC2=CN(Cc3ccccc3)C=C(C#N)C2)cc1,2,-5,.
CCC(CC)C(=O)NCCn1ncc2c(N3CCCC3)nc(SC(C)C)nc21,0,-2,-8
Cc1ccc2cc(CCNC(=O)CCC3CCCCC3)c(=O)[nH]c2c1C,1,-11,.
C=CCn1c(SCC(=O)OCc2ccccc2)nc2c1c(=O)n(C)c(=O)n2C,-8,-5,.
Cc1cc(C)n(CC(C)NC(=O)Cn2nnnc2CN2CCCC2)n1 (stereo not given),3&11,-8&-11,.
NC(=O)c1c(NC(=O)CN2CCCCCC2)sc2c1CCCC2,-1,-6,.
Cc1cccc(CSc2nnc3ccc(-c4ccncc4)nn23)c1,-12,-1,-4
CCc1nc2ccc(C(=O)Nc3cccc(OCC(=O)N(C)C)c3)cn2c1N(C)Cc1cc2ccccc2s1,-4,0,1
CNc1nc(-c2ccc(CCNC(C)=O)c(F)c2)cs1,-1,-6,-12
Cc1cc2c3c(cccc3n1)C(=O)c1ccccc1-2,4,0,0
OCC1(Cc2cccc(F)c2)CCN(Cc2nc(-c3ccccc3)cs2)CC1,1,-3&-7,-8
O=C(NCc1ccc(Cl)s1)c1cc(COc2cccc(C(F)(F)F)c2)on1,3&16,-7&-11,-14
CCCc1cn(C2CCN(C(=O)CC3CCCCCC3)CC2)nn1,6,-6,-20
CCc1oc(C(=O)N2CC=CC2CC)cc1CN1CCCC1 (stereo not given),-6,-6,.
COc1cccc(C(CN2CCN(C(=O)c3cc(C)nn3C)CC2)OCc2cccc(Cl)c2)c1 (stereo not given),0,-6,-6
CCCCCn1nc(C(=O)NNC(=O)CCCC)c2ccccc2c1=O,16,-6,-5
CCn1c(C2CCN(C(=O)C3(C)CCCO3)CC2)n[nH]c1=O (stereo not given),8,-6,.
COC(=O)c1ccc(S(=O)(=O)Nc2ccc(OC3CCCC3)cc2)cc1,-1,-3,.
CCn1nc(C)c(Cn2ccnc2-c2ccc(-c3ccn[nH]3)o2)c1C,6,-7,-12
O=C(/C=C/c1ccccc1)N1CCC(Cc2ccc(-c3ccccc3)cc2)CC1,1,1,-5
Cn1c(C(F)(F)F)ccc(NC(=O)c2ccc(Oc3ccccc3)cc2)c1=O,4,-2,.
Cc1nn(-c2ccccc2)c(Cl)c1C(=O)Nc1ccccc1I,-5,-5,.
OC(COc1cccc(Br)c1)CSc1nnc2n1CCCCC2 (stereo not given),-7,-8,-18
CCCCNC(=O)C1CN(S(=O)(=O)c2ccccc2)CC1c1cccc(F)c1 (stereo not given),3,-7,.
COCC(O)CN(Cc1ccccc1)Cc1c(-c2ccccc2)noc1N1CCCCC1 (stereo not given),10,-4,-6
CSc1nnc2c(n1)OC(/C=C/c1ccco1)Nc1ccc(Br)cc1-2 (stereo not given),-1,-1,30
C=CCSc1nnc(C(C)NC(=O)OC(C)(C)C)o1 (stereo not given),3,-5,-7
N#C/C(=C\c1ccc(-c2ccc([N+](=O)[O-])cc2Cl)o1)c1nc2ccccc2c(=O)[nH]1,-4,1,.
O=C(CC1C=CCC1)NS(=O)(=O)c1cccc(F)c1 (stereo not given),3,-5,.
COCCN(CC(=O)N(Cc1ccc(F)cc1)Cc1sccc1C)C(=O)Nc1ccccc1C(F)(F)F,10,-8,-6
O=C1CCCCCN1CCCNCc1cnc(-c2cccnc2)s1,-1,-10,.
Cc1cc(C(=O)Nc2ccc(-c3nc4cc(C(C)(C)C)ccc4o3)cc2)ccc1[N+](=O)[O-],-3,-4,-7
O=C1COc2ccc(NC(=O)C3CC(=O)N(c4cccc(Cl)c4)C3)cc2N1 (stereo not given),4,-2,.
COc1cc(OC)cc(C(=O)NC(C)c2nnc(SCc3cccc(C)c3)n2-c2ccc(C)cc2)c1 (stereo not given),17,1,-3
CC1(C)CC(=O)C2C(=Nc3ccccc3NC2c2ccc(Cl)c([N+](=O)[O-])c2)C1 (stereo not given),2,-5,-6
C=CCN(CC(=O)N1CCc2sccc2C1c1ccc(Cl)cc1Cl)S(=O)(=O)/C=C/c1ccccc1 (stereo not given),17,-1,-4
O=C(Nn1cnc2c(cnn2-c2ccccc2)c1=O)c1ccc(Cl)c([N+](=O)[O-])c1,2,-4,.
COc1ccc(/C=C/C(=O)OCn2c(SC)nnc(C)c2=O)cc1OC,-1,-12,-8
Cc1csc(/C(C#N)=C/c2cc(C)n(C3CC3)c2C)n1,8,-11,.

Next compounds
SMILES,NPYLR7 agonist,hcGAS inh,mcGAS inh
O=C(c1ccc2c(c1)OCO2)N1CCN(C(C(=O)N2CCc3ccccc3C2)C2CCCC2)CC1 (stereo not given),-5,1,.
CC(=O)Nc1c(-c2cc(=O)oc3cc(C)ccc23)oc2ccccc12,-2,-6,-8
O=C(c1cc2sccc2[nH]1)N1CCn2cncc2C1,0,-2,.
COc1cc(Br)c(CC(=O)NC(c2ccccc2)c2nccn2C)cc1OC (stereo not given),3,-4,.
CCc1nc2c(OCC(N)=O)cccn2c1N(C)C(=O)c1ccc(OC)cc1,6,-4,-3
CCS(=O)(=O)Oc1ccc(Cl)cc1CN(C(=O)Nc1ccccc1OC)C(C)C,13,-16,-4
CC1ON=C(c2ccccc2F)N(C/C=C/c2ccccc2)C1=O (stereo not given),8,1,.
Cc1cc(C)n(Cc2ccc(C(=O)N3C[C@H]4C[C@H](O)[C@@H](O)C[C@H]4C3)cc2)n1,4,-4,-12
Cc1ccc(CN(CC(O)COc2ccccc2C)CC2CCCO2)s1 (stereo not given),27,-3,-4
CC(CNC(=O)c1cc(NC=O)cc2nc(Cc3ccccc3)n(C)c12)Oc1cccnc1 (stereo not given),9,6,.
CCn1c(O)c(N=NC(=O)c2ccc(C)nc2)c2ccccc21,11,1,-8
Nc1cccc(-c2ccccc2CO)n1,5,1,1
CCC(C(=O)NCc1cccc(C(F)(F)F)c1)n1c(=O)n(-c2ccc(OC)cc2)c(=O)c2ccccc21 (stereo not given),3,-3,-6
Cc1ccccc1N1CC(O)(c2ccc(C(C)(C)C)cc2)[N+]2=C1SCCC2 (stereo not given),5,-4,-6
Cc1nn(CC(=O)N2CCN(c3ccc(F)cc3)CC2)c(C)c1[N+](=O)[O-],0,3,2
CC(C)c1ccc(NC(=O)COc2cc(=O)n3ccccc3n2)cc1,-7,0,-5

Full records from above. Order of values: NPYLR7 agonist | hcGAS inh | mcGAS inh
Cn1c(C(F)(F)F)ccc(NC(=O)c2ccc(Oc3ccccc3)cc2)c1=O in the list: 4 | -2 | .
O=C(c1cc2sccc2[nH]1)N1CCn2cncc2C1 in the list: 0 | -2 | .
CCC(CC)C(=O)NCCn1ncc2c(N3CCCC3)nc(SC(C)C)nc21 in the list: 0 | -2 | -8

Next section:
SMILES,NPYLR7 agonist,hcGAS inh,mcGAS inh
CN1CC2(CCCN(Cc3nc4ccccc4s3)CC2)OC1=O (stereo not given),10,-6,.
O=C1NC(=Nc2ccccn2)SC1Cc1ccccc1Cl (stereo not given),-8,15,-2
Cc1ccc(-n2nc(C(C)(C)C)cc2NC(=O)CN(Cc2ccccc2)C(=O)c2ccc(Cl)cc2Cl)c(C)c1,8,-1,-4
O=C(c1sc2cc3c(cc2c1Cl)OCO3)N(c1ccccc1)C1CCCCC1,0,-2,-4
Cc1cc(C(=O)N2CCC3(CC2)CNC(=O)O3)c2ccc(F)cc2n1,4,-5,-19
CCSc1nnnn1-c1ccc2c(c1)OCO2,8,-2,.
CC(C)=CCCC(C)CN(C)CCN(C)C (stereo not given),-11,-7,.
CC(C)N1C(=O)CC(Nc2cccc3cccc(N)c23)C1=O (stereo not given),-6,-6,.
O=C(NCc1cccc(C(F)(F)F)c1)C1COC2(CCN(C(=O)Cc3ccccc3)CC2)N1C(=O)c1ccc(F)cc1 (stereo not given),17,-10,-12
COc1cccc(C(=O)Nc2ccc(N3CCC(Cc4ccccc4)CC3)c(C(=O)NCc3ccc(F)cc3)c2)c1,-3,4,1
CSc1nc(C2CC2)cc(-c2cccs2)c1C#N,-5,-7,-5
CC1CC1C(=O)Nc1ccccc1N1CCc2ccccc2C1 (stereo not given),-2,-7,-7
COc1ccccc1CC(=O)N1CC(C)Oc2cc(C)ccc21 (stereo not given),5,-14,.
CCNc1nc(C)c(C(=O)N2CCC3(CC2)[C@H](O)C[C@@H]3OC)s1,.,1,-3
COCCOCC(=O)N1CCN(C2c3ccccc3CCc3ccccc32)CC1,25,-11,-6
COc1ccc2occ(C(=O)c3ccccc3)c(=O)c2c1,-6,-1,-2
OCCC1CN(Cc2ccc(Cl)cc2)CCN1Cc1ccccc1F (stereo not given),-5,-4,.
C=CCNC(=O)c1cccnc1N1CCc2nc(C)n(C)c(=O)c2CC1,6,-8,.
CCc1nc2ccc(C(=O)Nc3cc(-c4ccccc4)ccc3OC)cn2c1N(C)Cc1ccc(OC)cc1,6,-1,-2
CCCc1cc(N(C)CC2COCCO2)nc(C)n1 (stereo not given),.,-9,-6
COc1ccc(-c2ccc(=O)n(CCNC(=O)Nc3ccccc3Cl)n2)cc1OC,1,5,2
O=C(CN1CCN(S(=O)(=O)N2CCCCCC2)CC1)Nc1ccc2ccccc2c1,11,-1,.
O=C(COc1ccc(F)cc1)Nc1ccc2c(c1)OCCCO2,2,3,.
O=C(CSc1ccc(-c2cccc([N+](=O)[O-])c2)nn1)N1CCCC1,0,2,-7
CN(C(=O)CSc1nnc(-c2ccco2)n1C)C1CCCCC1,5,-1,.
O=C(Nc1c[nH]c2ccccc12)N1CCOCC1,2,-8,-11
Cc1cccc(C(NC(=O)C(=O)Nc2cc(C)on2)c2cccs2)c1 (stereo not given),6,-1,.
CCC(=O)N1CCCN(c2cncc(Cl)n2)CC1,2,-4,.
CN1CCN(S(=O)(=O)c2ccc(NCc3cccc(C(F)(F)F)c3)c([N+](=O)[O-])c2)CC1,1,-2,.
CCSCCN(C(=O)CC1=CCNCC1)C1CCCCC1,8,-4,.
CC(Cn1ccc2ccccc21)NC(=O)c1cn(Cc2cccc(Cl)c2)nn1 (stereo not given),6,-11,-11
CN(C)C12CC3CC(CC1(OC(=O)c1ccccc1)C3)C2,5,5,.

Another view of four compounds above.
Under each structure – NPYLR7 agonist, hcGAS inh, mcGAS inh
> Cc1cccc(C(NC(=O)C(=O)Nc2cc(C)on2)c2cccs2)c1 (stereo not given)
 : 6, -1, .
> O=C(Nc1c[nH]c2ccccc12)N1CCOCC1
 : 2, -8, -11
> CN(C)C12CC3CC(CC1(OC(=O)c1ccccc1)C3)C2
 : 5, 5, .
> CN1CCN(S(=O)(=O)c2ccc(NCc3cccc(C(F)(F)F)c3)c([N+](=O)[O-])c2)CC1
 : 1, -2, .
